# Screening data (PubChem)
# KKLEB cytotox = counter-screen for CF NF-kB inhibitors: cytotoxicity; KKLEB CF airway cells viability, ATPlite luminescence, overnight; active compounds read low; cells stimulated with P. aeruginosa culture filtrate; activity change (cytotoxicity), % at 5 µM; actives 0.36% (n = 360,000); AID 602141;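 active = corrected activity change at or below -50% at 5 µM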
# NR2F2 inh = blocks human COUP-TFII nuclear receptor; P24468; HEK293T NGFI-A luciferase reporter, luminescence; inhibition, % at 8.6 µM; actives 0.7% (n = 370,000);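 active = inhibition above a per-plate cutoff, mean inhibition of test wells between control levels plus 3 SD, cut at about 38% in these data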;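 also: cells cotransfected with COUP-TFII expression vector driving the NGFI-A reporter; 0% = median of COUP-TF2 test wells and 100% = reporter-only cells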
# Target sequence (P24468 whole entry, looked up): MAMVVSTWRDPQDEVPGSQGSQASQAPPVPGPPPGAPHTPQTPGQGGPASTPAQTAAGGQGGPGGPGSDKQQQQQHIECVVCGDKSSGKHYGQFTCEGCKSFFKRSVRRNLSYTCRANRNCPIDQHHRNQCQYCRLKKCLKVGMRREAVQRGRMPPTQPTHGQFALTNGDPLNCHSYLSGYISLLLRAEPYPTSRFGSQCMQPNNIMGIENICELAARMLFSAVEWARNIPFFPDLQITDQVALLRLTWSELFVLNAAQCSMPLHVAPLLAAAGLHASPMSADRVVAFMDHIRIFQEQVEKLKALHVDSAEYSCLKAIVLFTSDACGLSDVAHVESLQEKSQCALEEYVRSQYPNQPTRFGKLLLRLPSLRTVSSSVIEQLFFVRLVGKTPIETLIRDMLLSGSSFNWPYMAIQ
# NR5A2 inv ag = inverse agonists of human LRH-1 (NR5A2) | inhibition, % at 3.6 µM | actives 0.13% (n = 360,000) | O00482 | HEK293T StAR-luciferase reporter, LRH-1 transfected, 24 h;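 active = inhibition above the mean inhibition of all tested compounds plus 3 SD, cut at about 73% in these data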;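 also: 0% = DMSO wells and 100% = reporter-only cells lacking LRH-1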
# Target sequence (O00482 whole entry, looked up): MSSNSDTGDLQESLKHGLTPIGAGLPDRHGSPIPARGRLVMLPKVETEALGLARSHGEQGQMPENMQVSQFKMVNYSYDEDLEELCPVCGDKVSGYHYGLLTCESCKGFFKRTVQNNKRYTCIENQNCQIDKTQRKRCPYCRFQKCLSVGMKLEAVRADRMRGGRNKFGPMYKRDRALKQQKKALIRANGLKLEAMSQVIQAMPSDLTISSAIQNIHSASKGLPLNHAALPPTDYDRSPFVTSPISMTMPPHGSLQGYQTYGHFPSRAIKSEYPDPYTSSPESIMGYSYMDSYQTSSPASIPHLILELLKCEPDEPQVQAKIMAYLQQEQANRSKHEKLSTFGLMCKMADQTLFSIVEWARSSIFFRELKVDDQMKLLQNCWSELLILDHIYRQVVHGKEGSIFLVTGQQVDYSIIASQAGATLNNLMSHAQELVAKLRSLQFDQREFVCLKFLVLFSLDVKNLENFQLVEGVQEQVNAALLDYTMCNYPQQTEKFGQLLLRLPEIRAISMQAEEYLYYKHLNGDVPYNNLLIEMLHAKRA
# CF NFkB block = inhibitors of cystic fibrosis induced NF-kB. KKLEB NF-kB-GFP reporter, PAF-induced, GFP fluorescence overnight. actives 0.86% (n = 360,000). inhibition, % at 5 µM;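 active = at least 50% inhibition at 5 µM, scaled per plate between neutral and stimulator controls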;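 also: PAF is a Pseudomonas aeruginosa culture filtrate used as stimulus; plate controls were PAF-stimulated DMSO wells for no effect and unstimulated DMSO wells for full effect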
# TROY signal inh = TROY signaling inhibition. Q293 LMP1-TROYcd NF-kB luciferase reporter, 4 h. inhibition, % at 10 µM. actives 0.98% (n = 360,000). AID 1347056;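 active = compounds whose plate-normalised and pattern-corrected inhibition of the luciferase reporter signal at the single screening dose is 50% or more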
# TWEAK-Fn14 inh = TWEAK-Fn14 signaling inhibition | TWEAK-stimulated Fn14 reporter cells, luciferase luminescence, 8 h | inhibition, % at 10 µM | actives 2% (n = 360,000) | AID 1159606; in the data active = inhibition above about 50%
# C8 TRAIL sens = caspase-8 TRAIL sensitization | NB7+C8 cells + TRAIL, ATPlite viability luminescence | inhibition (viability loss, TRAIL sensitization), % at 10 µM | actives 1% (n = 360,000);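 active = compounds causing at least 50% loss of cell viability in the single-dose screen, relative to plate controls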
# NCOA3 inh = inhibits human SRC3 coactivator. Q9Y6Q9. HEK293 GAL4-SRC3 luciferase reporter, luminescence. inhibition, % at 3.6 µM. actives 0.17% (n = 360,000). AID 588352;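 active = inhibition above a per-campaign cutoff, the mean of all compounds plus 3 SD, cut at about 60% in these data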;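 also: 0% = DMSO-treated cells and 100% = gossypol-treated cells at 36 µM; higher means less SRC3-driven luciferase light from the GAL4 reporter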
# NCOA1 inh = inhibits human SRC1 coactivator; Q15788; HEK293 GAL4-SRC1 luciferase reporter, luminescence; inhibition, % at 3.6 µM; actives 0.12% (n = 360,000);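 active = inhibition above the campaign mean plus 3 SD, with each screening campaign given its own cutoff, cut at about 60% in these data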;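 also: 0% = DMSO treated cells and 100% = gossypol at 36 µM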
# Shn3 inh set2 = Schnurri-3 reporter inhibition in Clone20 osteoblasts. Clone20 osteoblast Shn3 3'UTR firefly luciferase, 24 h. inhibition, % at 12.5 µM. actives 0.52% (n = 360,000);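 active = mean inhibition of at least 75% with every replicate also reaching 75%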;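 also: 0% = median of neutral control wells and 100% = pilot-screen positive control compound; some compounds past the cut are filed as inactive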
# LMP1 NFkB inh = Epstein-Barr LMP1 NF-kappaB reporter inhibition; inhibition, % at 12.5 µM; actives 0.69% (n = 350,000); LMP1-induced NF-kappaB luciferase reporter cells, luminescence; AID 504558; in the data active = inhibition above about 41%;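 also: 0% = neutral control wells and 100% = reference inhibitor control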
# Numbers without * were called inactive; nt = not tested or not shown. An excerpt. The share of hits here may be higher or lower than overall.
SMILES,KKLEB cytotox,NR2F2 inh,NR5A2 inv ag,CF NFkB block,TROY signal inh,TWEAK-Fn14 inh,C8 TRAIL sens,NCOA3 inh,NCOA1 inh,Shn3 inh set2,LMP1 NFkB inh
COc1ccc(C(=O)CSc2nc(=O)n(Cc3cccnc3)c3c2CCC3)cc1,4,-2,-28,-18,0,-27,-17,-2,-5,2,-1
CCOC(=O)C1=CN(Cc2cccc(F)c2)S(=O)(=O)NC1c1cccc(OC)c1 (stereo not drawn),-7,11,-8,13,-5,-1,11,-17,9,-6,13
Oc1csc(Cc2nc(-c3ccc(-c4ccccc4)cc3)cs2)n1,2,-7,-48,-18,24,41,-5,-23,-46,-38,-9
COc1cc2c(cc1OC)C(C)N(C(=O)c1nccnc1C(=O)O)CC2 (stereo not drawn),-4,-27,-14,-7,-2,5,2,0,-5,nt,-5
Cc1cc(C(=O)COC(=O)c2cccnc2Cl)c(C)n1C,-24,-77,-129,12,4,76*,64*,-111,-93,26,40
O=C(COC(=O)Cc1ccc(S(=O)(=O)N2CCOCC2)s1)NCc1ccccc1,9,-3,11,2,7,7,-5,10,-87,-13,-6
NC(=S)Nc1cccc(F)c1,-5,-1,16,2,-15,11,19,24,-3,-1,2
CC(=O)N/C(=C/c1ccc(Cl)cc1)C(=O)NCCc1c[nH]c2ccccc12,1,18,1,-2,-4,1,-10,2,13,-9,-5
CSc1nnc(C2CCCN2)n1C (stereo not drawn),7,7,-2,6,-8,2,-3,6,2,-14,-10
CCc1nonc1NC(=O)c1oc2c(C)c(C)ccc2c1C,3,9,2,7,25,-26,0,-27,-7,5,0
C=CCOC(=O)CCCC(=O)NC1CCCCC1,-1,-4,-4,-6,-33,2,-12,9,1,-28,-8
Cc1oc(-c2cccs2)nc1CN1CCC(C(=O)N2CCCC2)CC1,13,6,-32,3,-8,-1,-1,12,-5,21,-4

# Entries above containing two or more sulfur atoms, in the order listed:
SMILES,KKLEB cytotox,NR2F2 inh,NR5A2 inv ag,CF NFkB block,TROY signal inh,TWEAK-Fn14 inh,C8 TRAIL sens,NCOA3 inh,NCOA1 inh,Shn3 inh set2,LMP1 NFkB inh
Oc1csc(Cc2nc(-c3ccc(-c4ccccc4)cc3)cs2)n1,2,-7,-48,-18,24,41,-5,-23,-46,-38,-9
O=C(COC(=O)Cc1ccc(S(=O)(=O)N2CCOCC2)s1)NCc1ccccc1,9,-3,11,2,7,7,-5,10,-87,-13,-6

# Further entries follow.
SMILES,KKLEB cytotox,NR2F2 inh,NR5A2 inv ag,CF NFkB block,TROY signal inh,TWEAK-Fn14 inh,C8 TRAIL sens,NCOA3 inh,NCOA1 inh,Shn3 inh set2,LMP1 NFkB inh
CC(C(=O)NC1CCCC1)N(C(=O)c1snc(C(N)=O)c1N)c1ccc2c(c1)OCCO2 (stereo not drawn),-5,3,5,-12,-14,17,4,-6,-20,6,0
O=C(Oc1cccc(/C=N/Nc2nc(N3CCOCC3)nc(N3CCOCC3)n2)c1)c1ccco1,-6,-8,1,11,12,-13,-10,-3,-10,-3,-1
Cc1cccc(C)c1NC(=S)Nc1ccc(Cl)c(Cl)c1,-3,-27,-8,7,-2,-6,2,-10,1,9,3
CN(C)/C=N/S(=O)(=O)c1cccn1-c1ncc(C(F)(F)F)cc1Cl,6,4,-17,6,0,-9,5,0,12,-19,0
COc1cc(C(O)c2nc(-c3cnn(C)c3)cs2)ccc1F (stereo not drawn),-2,-5,8,-12,7,-2,0,-1,3,6,nt
O=C(Nc1ccc(F)cc1)c1cc(Cl)sc1Cl,3,-2,9,-21,-4,-5,8,2,-6,2,3
Cc1ccc(NC(=O)c2ccccc2-c2ccc(C(F)(F)F)cc2)cc1S(=O)(=O)N1CCOCC1,8,7,6,-8,-1,6,-5,-3,12,25,0
CC(C)(C)OC(=O)N1CCC(C(=O)N[C@@H](Cc2ccccc2)C(=O)O)CC1,9,-3,-25,-12,-2,-1,-4,8,-5,-2,-1
COc1ccc(/C=N/OCC(=O)Nc2ccc3c(c2)OCO3)c(OC)c1,-5,13,13,19,2,9,-2,0,4,-25,1
Cc1nnc(N/N=C/c2cccc(OCc3ccc(Cl)c(Cl)c3)c2)n1N,-8,-35,-85,-8,-47,15,-5,-42,-55,-12,-4
Cc1cc(N/N=C/c2ccco2)c2ccccc2n1,-8,1,2,10,-23,-3,1,8,-20,-13,-4
C=CCN(CC(=O)Nc1c(C)cccc1CC)C(=O)SCCC,4,6,11,14,23,-9,-3,20,9,6,9
COc1ccccc1CN1CCNC(=O)C1CC(=O)NCCOc1cccnc1 (stereo not drawn),10,10,-17,-9,-6,7,26,19,2,15,0
O=C(CC(=O)Nc1cccc(Cl)c1Cl)Nc1cccc(Cl)c1Cl,7,-2,4,3,19,-1,-10,-6,11,-10,3
COc1ccc(C(=O)COC(=O)COc2ccc(C)c(C)c2)cc1,-2,11,13,2,-17,-1,-6,9,-1,-17,8
Cc1ccc(NC(=O)C2CCCN2C(=O)NC2CCCCC2)cc1C (stereo not drawn),9,6,-5,-1,14,4,-5,-25,-1,-1,6
Cc1ccc(OCc2cc(C(=O)N(C)CCc3nc4ccccc4[nH]3)no2)cc1C,-8,2,-3,-2,5,-12,11,17,-8,5,0
O=C(COc1ccccc1)N1N=C(c2cccnc2)CC1(O)C(F)(F)F (stereo not drawn),-6,-2,6,-10,-1,-11,-3,0,14,-19,8
CC(CCc1ccccc1)NC(=O)c1ccccc1Cl (stereo not drawn),13,26,5,-26,-27,12,-11,0,2,2,3
COc1cc(C(=O)NCc2nnc(SCC(=O)NCCc3ccccc3)o2)cc(OC)c1OC,0,-11,-23,4,-14,-2,-5,-6,-11,-18,1
COc1ccc(S(=O)(=O)N2CCCCC2C)cc1 (stereo not drawn),12,23,10,-1,-4,11,-3,-12,6,18,8
Cc1ccc(CC(=O)Nc2ccc(C(=O)N3CCCCC3)cc2)cc1,0,-8,8,-2,5,-1,-10,13,1,0,-2
COc1ccc(CNC(=O)Nc2cccc(C)c2)cc1,-4,-45,-55,8,-24,-32,5,-34,-78,-44,-22
CCNc1nc(NCC)n2c(SCC(=O)Nc3ccc(OC(F)F)cc3)nnc2n1,-2,-2,-13,20,-3,4,-11,9,-29,-9,5

# Molecules from the list above that have a Cl atom (eight):
SMILES,KKLEB cytotox,NR2F2 inh,NR5A2 inv ag,CF NFkB block,TROY signal inh,TWEAK-Fn14 inh,C8 TRAIL sens,NCOA3 inh,NCOA1 inh,Shn3 inh set2,LMP1 NFkB inh
Cc1cc(C(=O)COC(=O)c2cccnc2Cl)c(C)n1C,-24,-77,-129,12,4,76*,64*,-111,-93,26,40
CC(=O)N/C(=C/c1ccc(Cl)cc1)C(=O)NCCc1c[nH]c2ccccc12,1,18,1,-2,-4,1,-10,2,13,-9,-5
Cc1cccc(C)c1NC(=S)Nc1ccc(Cl)c(Cl)c1,-3,-27,-8,7,-2,-6,2,-10,1,9,3
CN(C)/C=N/S(=O)(=O)c1cccn1-c1ncc(C(F)(F)F)cc1Cl,6,4,-17,6,0,-9,5,0,12,-19,0
O=C(Nc1ccc(F)cc1)c1cc(Cl)sc1Cl,3,-2,9,-21,-4,-5,8,2,-6,2,3
Cc1nnc(N/N=C/c2cccc(OCc3ccc(Cl)c(Cl)c3)c2)n1N,-8,-35,-85,-8,-47,15,-5,-42,-55,-12,-4
O=C(CC(=O)Nc1cccc(Cl)c1Cl)Nc1cccc(Cl)c1Cl,7,-2,4,3,19,-1,-10,-6,11,-10,3
CC(CCc1ccccc1)NC(=O)c1ccccc1Cl (stereo not drawn),13,26,5,-26,-27,12,-11,0,2,2,3

# The listing continues.
SMILES,KKLEB cytotox,NR2F2 inh,NR5A2 inv ag,CF NFkB block,TROY signal inh,TWEAK-Fn14 inh,C8 TRAIL sens,NCOA3 inh,NCOA1 inh,Shn3 inh set2,LMP1 NFkB inh
CC(=O)NCCC1CCCCN1Cc1nc(Cc2cccc(C(F)(F)F)c2)no1 (stereo not drawn),13,15,-14,-1,-7,-1,-3,13,11,25,1
CCOC(=O)N1CCC(NC(=O)Cn2nc(-c3ccccc3)ccc2=O)CC1,6,5,2,15,1,1,11,13,-18,-9,-9
O=C(C1=C[C@@H](c2ccc(Br)cc2)C[C@@H](OCc2ccc(CO)cc2)O1)N1CCN(Cc2ccc3c(c2)OCO3)CC1,-4,nt,14,-2,9,25,9,2,1,31,12
CCOc1cc(C(=O)OCC(=O)Nc2c(C)cccc2C)ccc1OCC(=O)N1CCOCC1,3,11,0,-4,12,-9,-14,7,-13,-5,3
NC(COCc1ccccc1)c1csc(Nc2ccc(S(N)(=O)=O)cc2)n1 (stereo not drawn),0,-9,5,12,-8,0,14,0,2,-8,nt
O=C1N(c2ccccc2)C(=Nc2ccccc2)SC12CC2,-9,-6,5,0,-25,-11,3,17,19,11,7
O=C(CCc1ccccc1)Nc1ccc(F)cc1F,2,-27,-44,-10,-42,-23,1,-37,-48,-37,-15
Cc1ccc(-c2nc(-c3ccccc3)no2)cc1,6,-20,-152,-25,47,62*,37,-75,-109,24,-14
O=C(NN=C1CCCCCCC1)c1ccc(F)cc1,1,-4,-20,-5,-16,6,2,-31,-38,-15,1
O=C(Nc1ccc2oc(-c3ccccc3F)nc2c1)c1ccc2c(c1)OCCO2,10,1,-26,-13,60*,72*,28,-32,-13,-50,1
COCCNc1oc(-c2ccc(F)cc2)nc1C#N,9,-20,-32,6,nt,-15,11,-34,-59,-25,-6
COc1ccccc1S(=O)(=O)CC(O)COc1ccc(C#N)cc1 (stereo not drawn),8,13,-17,-10,10,-21,-2,-1,2,-7,-2
CCCCCCNC(=O)OC12CN(C(=O)OC(C)C)N(C(=O)OC(C)C)CC1(O)CN(S(=O)(=O)c1ccc(C)cc1)C2 (stereo not drawn),-2,3,-9,-14,2,18,1,8,0,-4,6
COc1ccccc1N1CCN(C(=O)/C=C/c2c(Cl)nc3ccccn23)CC1,5,-11,-9,-4,24,23,12,7,9,24,11
CC1CC(=O)Nc2ccccc2N1C(=O)Nc1ccc(F)cc1 (stereo not drawn),-3,-14,0,-13,4,3,-13,9,-6,nt,-6
Cc1cc(NC(=O)c2ccccc2Cl)c(C(C)C)cc1O,-8,-2,7,0,-1,11,14,-5,9,6,-5
